# Source: PubChem BioAssay
# PPARg SRC-3 ag = promotes SRC-3 coactivator recruitment by human PPARgamma; activation, % at 8 µM; AID 731; P37231; biochemical PPARgamma/SRC-3 coactivator recruitment assay; 200,000 compounds, 0.26% hits; in the data active = activation above about 23%;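 note: 0% = DMSO and 100% = reference agonist; some compounds past the cut are filed as inactive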
# Target sequence (P37231 whole entry, looked up): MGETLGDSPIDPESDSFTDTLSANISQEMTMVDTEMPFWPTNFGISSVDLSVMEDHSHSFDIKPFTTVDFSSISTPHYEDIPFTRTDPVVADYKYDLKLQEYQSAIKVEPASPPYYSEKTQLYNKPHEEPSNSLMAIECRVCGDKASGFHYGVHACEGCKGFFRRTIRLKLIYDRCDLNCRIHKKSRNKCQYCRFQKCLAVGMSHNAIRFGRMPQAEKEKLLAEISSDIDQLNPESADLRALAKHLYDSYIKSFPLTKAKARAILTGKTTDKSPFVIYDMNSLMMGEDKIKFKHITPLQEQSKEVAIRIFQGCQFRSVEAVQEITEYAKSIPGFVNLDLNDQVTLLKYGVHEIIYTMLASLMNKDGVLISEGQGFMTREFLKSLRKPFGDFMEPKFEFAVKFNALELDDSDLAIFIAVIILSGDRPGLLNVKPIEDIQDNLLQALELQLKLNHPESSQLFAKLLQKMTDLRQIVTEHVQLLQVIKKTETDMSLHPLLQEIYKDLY
# PPARg SRC-1 ag = PPARgamma-driven SRC-1 recruitment agonism. activation, % at 8 µM. 200,000 compounds, 0.41% hits. PPARgamma-SRC-1 coactivator recruitment biochemical assay. P37231; in the data active = activation above about 19%;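 note: 0% = DMSO and 100% = reference agonist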
# SRC2 TRFRET art = TR-FRET artefact, counter-screen to PPARgamma/SRC-2 agonist assay | hits give high values | TR-FRET ratio at 8 µM | 200,000 compounds, 0.4% hits; in the data active = TR-FRET ratio above about 2000; note: inactives centre near 1500
# bIAP act = intestinal alkaline phosphatase (bovine) activation | purified bovine IAP, CDP-star luminescence, 30 min; hits give high values; fold of DMSO-control signal, blank-subtracted | activation factor at 20 µM | 200,000 compounds, 0.17% hits | AID 1016;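 active = activation factor of 2 or more at 20 µM, a signal rise over negative controls twice the positive control's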
# TNAP act hiacc = TNAP (human) activation, high acceptor; AID 1136; P05186; activation factor at 20 µM; purified TNAP, CDP-star luminescence, 1 M DEA, 30 min; hits give high values; 0 = EDTA background, 1 = DMSO-only activity; 200,000 tested, under 10 active;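 active = activation factor at least 2 at 20 µM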
#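 system = human TNAP | amount = enzyme diluted 1/800 final | reagent = 100 µM CDP-star substrate | signal = luminescent substrate turnover signal | dosing = one dose, 20 µM | benchmarks = EDTA negative control, DMSO positive control | measure = activation factor | timing = 30 min reaction, room temperature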
# bIAP inh = blocks bovine intestinal alkaline phosphatase activity. purified bovine IAP, CDP-star luminescence, 30 min. inhibition, % at 20 µM. 190,000 tested, under 10 active;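 active = over 50% inhibition of intestinal alkaline phosphatase at 20 µM in the single-dose screen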
#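 test system = bovine IAP enzyme | medium = DEA buffer 100 mM, pH 9.8, with MgCl2 1.0 mM, ZnCl2 0.02 mM | detection = luminescence | dosing = single compound dose of 20 µM, 2% DMSO final | incubation = 30 min reaction at room temperature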
# TNAP inh noacc = TNAP (human) inhibition, acceptor-free conditions; P05186; purified TNAP, CDP-star luminescence, 30 min; inhibition, % at 20 µM; 200,000 compounds, 0.26% hits; AID 1012;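 active = tissue-nonspecific alkaline phosphatase inhibition above about 50% at 20 µM in the single-dose screen, limit read from the data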;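 note: 0% = DMSO negative control and 100% = EDTA positive control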
# PPARg SRC-2 ag = agonists of SRC-2 recruitment by human PPARgamma; P37231; PPARgamma LBD-SRC-2 recruitment, biochemical; activation, % at 8 µM; 200,000 compounds, 0.34% hits; AID 1032; in the data active = activation above about 22%;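 note: 0% = vehicle and 100% = reference agonist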
# Efa HMGR inh = blocks class II HMG-CoA reductase of Enterococcus faecalis. inhibition, % at 10 µM. purified E. faecalis HMGR, NADPH absorbance 340 nm kinetic. AID 1066. 190,000 compounds, 0.41% hits;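 active = inhibition above a set limit, the median over all tested compounds plus 3 SD, cut at about 9.5% in these data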;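 note: enzyme runs in reverse so mevalonate oxidation gives rising NADPH absorbance; 0% = complete reaction with DMSO and 100% = background rate lacking mevalonate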
# TNAP inh hiacc = TNAP (human) inhibition, high acceptor; AID 1135; purified TNAP, CDP-star luminescence, 1 M DEA; 200,000 compounds, 0.03% hits; inhibition, % at 20 µM; P05186;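 active = over 50% inhibition of tissue-nonspecific alkaline phosphatase at 20 µM in the single-dose screen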;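 note: plate controls were DMSO wells for no effect and EDTA-quenched wells as full inhibition for full effect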
# * marks the source's active call; other numbers are inactive results.
# Results follow in this order: PPARg SRC-3 ag, PPARg SRC-1 ag, SRC2 TRFRET art, bIAP act, TNAP act hiacc, bIAP inh, TNAP inh noacc, PPARg SRC-2 ag, Efa HMGR inh, TNAP inh hiacc
1. COc1ccc(N=Cc2c(O)cc(C)oc2=O)cc1
 : 0, 1, 1602, 1, 1, 4, 6, 2, -3, 1
2. COc1cccc(CC(NC(C)=O)C(=O)NC2CCN(c3nc(C)cc(C)c3C#N)CC2)c1 (centres undefined)
 : -9, 4, 1291, 1, 1, -1, -13, 3, -4, -3
3. CN(CCCNC(=O)Cn1cccc1C(=O)c1ccccc1)C1CCCCC1
 : 0, 20, 1638, 0.8, 1, 15, -6, -1, -9, -3
4. Cc1c(C(=O)N2CCCc3ccccc32)oc2ccc(S(=O)(=O)N3CCOCC3)cc12
 : 14, 12, 1608, 1, 1.1, -3, -7, 0, -2, -7
5. COCCn1c(N)c(S(=O)(=O)c2cccs2)c2nc3ccccc3nc21
 : 20, -1, 1461, 1, 1.1, 5, -6, 0, -2, -7
6. Cc1ccc(NC(=O)C2(N(C(=O)Cn3nnnc3N)c3ccc(C)cc3)CCCCC2)cc1
 : -2, 0, 1727, 1.4, 1.1, -37, -18, 9, -6, -6
7. O=C(CSc1ccc(F)cc1)Nc1ccc(Br)cc1
 : -2, -5, 1543, 1.1, 1, -9, -7, -6, -3, 1
8. CCOc1ccc2nc(NCCNS(=O)(=O)c3ccccc3)c(C#N)cc2c1
 : 14, 2, 1610, 1.1, 1.1, -13, -24, 5, 2, -6
9. CCOC(=O)c1sc2nc(CC(=O)OC)nc(NCc3ccc(F)cc3)c2c1C
 : -1, 8, 3064*, 1, 1, 4, -10, 57*, -3, -3
10. COC(=O)Cc1ccc(NC(=S)Nc2cccc(C)n2)cc1
 : 1, 12, 1545, 1, 1.1, -2, -4, 3, -4, -6
11. CCOC(=O)Cn1c(=O)c(-c2ccccc2NC)nc2ccccc21
 : 1, 3, 1662, 0.9, 0.9, 6, 0, 8, -2, 6
12. COc1cccc(-n2cnnn2)c1
 : 7, 0, 1619, 0.9, 1, 8, -12, -1, -2, -2
13. CCSc1ncc(Cl)c(C(=O)Nc2ccc(S(=O)(=O)Nc3onc(C)c3C)cc2)n1
 : 3, 8, 1421, 1, 1, 4, -8, -4, -8, 1
14. Cc1csc(=Nc2c(C)n(C)n(-c3ccccc3)c2=O)n1-c1ccccc1
 : 1, 0, 1529, 0.9, 1, 5, -16, 7, -8, -2
15. CCc1c(C)sc2nc3c(C(=O)N4CCOCC4)cc(C(=O)c4cc(F)ccc4O)cn3c(=O)c12
 : 1, -2, 1482, 0.9, 0.9, 14, 11, -4, -3, 8
16. CCCOc1ccc(OCCNC2CCCC2)cc1
 : -2, -7, 1392, 0.9, 1.1, 10, -13, 4, -10, -5
17. CC(C)Cn1c(=O)c(C(=O)Nc2ccccc2S(N)(=O)=O)c(O)c2ccccc21
 : 6, 9, 1635, 1.1, 1, -5, 6, 7, -3, 2
18. COc1ccccc1NC(=O)CNC(=O)c1ccccc1C
 : 0, 0, 1548, 0.9, 1.1, 11, -14, -1, -2, -7
19. COC(=O)c1ccc(NC(=S)NCc2ccco2)cc1
 : -1, -6, 1538, 1, 1, 4, -14, 4, 1, -3
20. CCOC(=O)C1CCCN(c2c(Nc3ccc(OCC)cc3)c(=O)c2=O)C1 (centres undefined)
 : -6, -5, 1578, 0.9, 1.1, 10, -24, 1, -2, -9
21. CCOC(=O)c1oc2ccccc2c1NC(=O)c1ccc(S(=O)(=O)N(C)C)cc1
 : -4, 0, 1576, 1, 1, 0, -8, 3, 2, -1
22. CCN(CC)S(=O)(=O)c1cc(C(=O)Nc2ccncc2)ccc1Cl
 : 13, 6, 1892, 1, 1.1, 2, -3, 10, 0, -5
23. Cc1[nH]c2ccc(-c3nnc(SCC(=O)c4ccc(F)cc4)o3)cc2c1C
 : 4, -8, 1295, 1, 1, 2, 4, -8, 0, -1
24. CCOc1ccc(C2C(C(=O)c3cccs3)=C(O)C(=O)N2Cc2cccnc2)cc1OC (centres undefined)
 : 0, -15, 1512, 0.9, 1, 6, -5, -1, -2, -2
25. COC(=O)c1cccc(C(=O)Nc2ccc(C)cc2)n1
 : -1, -1, 1366, 1.1, 1, -9, -3, 1, -3, -4
26. O=C(COC(=O)CC(NC(=O)c1ccccc1Cl)c1ccccc1)Nc1cccc(F)c1 (centres undefined)
 : 4, 0, 1535, 0.9, 1, 5, -10, 1, -6, -1
27. CCCCC1C2=C(CC(C)(C)CC2=O)OC2=C1C(=O)CC(C)(C)C2
 : -4, 2, 1682, 1, 1, 1, -15, 3, -15, -3
28. C/C(=N/Nc1ncc(C(F)(F)F)cc1Cl)c1ccncc1
 : 6, 8, 1769, 1.1, 1.1, -11, -11, 10, -1, -5
29. COc1cccc(-c2nc(-c3ccc(NC(=O)c4cccnc4)cc3)no2)c1
 : 8, -5, 1455, 0.9, 1, 7, -10, 5, 2, -2
30. Fc1ccc(-c2csc(N3CCSCC3)n2)cc1
 : 6, -4, 1795, 1.1, 1.1, -9, -13, -6, -13, -6

# Rewritten field by field: entries from further up.
(10) COC(=O)Cc1ccc(NC(=S)Nc2cccc(C)n2)cc1
- PPARg SRC-3 ag: 1
- PPARg SRC-1 ag: 12
- SRC2 TRFRET art: 1545
- bIAP act: 1
- TNAP act hiacc: 1.1
- bIAP inh: -2
- TNAP inh noacc: -4
- PPARg SRC-2 ag: 3
- Efa HMGR inh: -4
- TNAP inh hiacc: -6

(20) CCOC(=O)C1CCCN(c2c(Nc3ccc(OCC)cc3)c(=O)c2=O)C1 (centres undefined)
- PPARg SRC-3 ag: -6
- PPARg SRC-1 ag: -5
- SRC2 TRFRET art: 1578
- bIAP act: 0.9
- TNAP act hiacc: 1.1
- bIAP inh: 10
- TNAP inh noacc: -24
- PPARg SRC-2 ag: 1
- Efa HMGR inh: -2
- TNAP inh hiacc: -9

(29) COc1cccc(-c2nc(-c3ccc(NC(=O)c4cccnc4)cc3)no2)c1
- PPARg SRC-3 ag: 8
- PPARg SRC-1 ag: -5
- SRC2 TRFRET art: 1455
- bIAP act: 0.9
- TNAP act hiacc: 1
- bIAP inh: 7
- TNAP inh noacc: -10
- PPARg SRC-2 ag: 5
- Efa HMGR inh: 2
- TNAP inh hiacc: -2

(28) C/C(=N/Nc1ncc(C(F)(F)F)cc1Cl)c1ccncc1
- PPARg SRC-3 ag: 6
- PPARg SRC-1 ag: 8
- SRC2 TRFRET art: 1769
- bIAP act: 1.1
- TNAP act hiacc: 1.1
- bIAP inh: -11
- TNAP inh noacc: -11
- PPARg SRC-2 ag: 10
- Efa HMGR inh: -1
- TNAP inh hiacc: -5

# Next entries:
# Results follow in this order: PPARg SRC-3 ag, PPARg SRC-1 ag, SRC2 TRFRET art, bIAP act, TNAP act hiacc, bIAP inh, TNAP inh noacc, PPARg SRC-2 ag, Efa HMGR inh, TNAP inh hiacc
31. CCCC(=NCCc1c(C)[nH]c2ccccc12)C1=C(O)CC(c2ccccc2)CC1=O (centres undefined)
 : 1, 2, 1557, 0.7, 1, 33, -21, 4, 0, -4
32. Cc1ccc(NC(=O)CSc2nnc(-c3cnccn3)n2Cc2ccco2)cc1C
 : -3, 7, 1580, 0.9, 1, 11, -5, 10, 2, 3
33. Cc1cc(C)nc(N2CCC(C(=O)Nc3ccc4c(c3)OCCO4)CC2)n1
 : 2, 12, 1727, 1, 1, -4, -7, 10, -4, 1
34. O=C(Nc1ccc(Cl)c(Cl)c1)C1CC(=O)N(c2ccc(Br)cc2)C1 (centres undefined)
 : 5, -2, 1528, 1.1, 1, -6, -11, -4, -6, -4
35. O=C(NCCc1ccc(Cl)cc1)C1CCC(=O)N1Cc1ccc(F)cc1 (centres undefined)
 : -1, -1, 1480, 1.1, 1.1, -7, -28, -8, -4, -8
36. COc1ccc(Nc2nnc(-c3ccccc3)c3ccccc23)cc1C(=O)N1CCCCC1
 : -4, -5, 1556, 0.8, 1, 18, 8, 6, -1, 0
37. CCOc1ccc(NC(=O)C2Cc3ccccc3CN2S(=O)(=O)CC)cc1 (centres undefined)
 : -3, -2, 1474, 1.1, 1, -12, -11, 0, -3, -1
38. O=[N+]([O-])c1cccc(/C=C/c2nc(C=Nc3ccc4ccccc4c3)c(O)o2)c1
 : 15, 0, 1765, 0.7, 0.8, 28, 18, 4, -2, 15
39. Cc1ccc([N+](=O)[O-])cc1NC(=O)C[n+]1ccccc1
 : 8, 11, 1361, 1, 1, -4, -8, 0, 13*, -5
40. Cc1ccc(NC(=O)c2ccc(Cn3cc(Br)cn3)o2)cc1
 : 8, -2, 1581, 1, 1, -4, -10, 4, -3, -3
41. OCCn1c(CSc2nc3ccccc3n2CCO)nc2ccccc21
 : -3, -2, 1625, 0.9, 1.1, 7, -11, -3, 1, -8
42. S=c1[nH]nc(CN2CCCC2)n1Cc1ccccc1
 : 3, -6, 1573, 0.8, 1.1, 15, 12, -7, 5, -6
43. CCC(NC(=O)COc1ccc([N+](=O)[O-])cc1)c1ccccc1 (centres undefined)
 : -4, 1, 1574, 0.9, 1, 14, -8, -2, -4, -2
44. Cc1onc(-c2c(F)cccc2Cl)c1C(=O)OCC(=O)NC(N)=O
 : 2, 0, 1590, 1.1, 1, -10, -5, 6, 0, 0
